From PubChem BioAssay
CRFR2-BP antag = antagonists of CRF-binding protein/CRF-R2 receptor complex; HEK293 CRF-R2/CRF-BP, CRF-induced calcium fluorescence; inhibition, % at 11.8 µM; 350,000 tested, 0.59% active; AID 588475;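 active means inhibition of the ligand-induced calcium signal above about 50% at the single tested concentration, limit read from the data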
IMP-1 inhibitor = inhibitors of Pseudomonas aeruginosa IMP-1 metallo-beta-lactamase | AID 1556 | purified IMP-1, nitrocefin hydrolysis, epi-absorbance fluorescence | inhibition, % at 5.6 µM | 290,000 tested, 0.45% active;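 active means inhibition above the mean plus 3 SD of all compounds in the same screening run, cut at about 4.5% in these data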;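 further: 0% = IMP-1 with DMSO and 100% = DMSO wells lacking enzyme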
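System: purified IMP-1 / Input: IMP-1 dispensed at 0.2 nM / Medium: 50 mM HEPES pH 7.1, 50 µM ZnSO4, 0.05% Brij 35 / Timing: 15 min enzyme–compound preincubation, then 25 min nitrocefin reaction, 25 °C / Technique: plate fluorescence quenching by hydrolysis product, ex 480/em 530 nm / Repeats: singlicate testing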
VIM-2 inh = blocks Pseudomonas aeruginosa VIM-2 metallo-beta-lactamase. purified VIM-2, nitrocefin hydrolysis, epi-absorbance fluorescence. inhibition, % at 5.6 µM. 290,000 tested, 0.89% active. AID 1527;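 active means inhibition above the mean of all tested compounds plus 3 SD, cutoff set per screening run, cut at about 7.5% in these data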;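 further: red hydrolysis product quenches plate fluorescence so inhibitors raise well fluorescence; 0% = enzyme with DMSO and 100% = DMSO without enzyme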
IDE act = boosts human insulin-degrading enzyme activity in HEK cells; activation, % at 5.96 µM; FAbeta-B cleavage, fluorescence polarization; 0% vehicle, 100% cell-free pure enzyme wells; P14735; AID 493087; 340,000 tested, 0.073% active;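 active means activation above the mean of all tested compounds plus 3 SD, set per screening campaign, cut at about 17% in these data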
Target sequence (P14735 whole entry, looked up): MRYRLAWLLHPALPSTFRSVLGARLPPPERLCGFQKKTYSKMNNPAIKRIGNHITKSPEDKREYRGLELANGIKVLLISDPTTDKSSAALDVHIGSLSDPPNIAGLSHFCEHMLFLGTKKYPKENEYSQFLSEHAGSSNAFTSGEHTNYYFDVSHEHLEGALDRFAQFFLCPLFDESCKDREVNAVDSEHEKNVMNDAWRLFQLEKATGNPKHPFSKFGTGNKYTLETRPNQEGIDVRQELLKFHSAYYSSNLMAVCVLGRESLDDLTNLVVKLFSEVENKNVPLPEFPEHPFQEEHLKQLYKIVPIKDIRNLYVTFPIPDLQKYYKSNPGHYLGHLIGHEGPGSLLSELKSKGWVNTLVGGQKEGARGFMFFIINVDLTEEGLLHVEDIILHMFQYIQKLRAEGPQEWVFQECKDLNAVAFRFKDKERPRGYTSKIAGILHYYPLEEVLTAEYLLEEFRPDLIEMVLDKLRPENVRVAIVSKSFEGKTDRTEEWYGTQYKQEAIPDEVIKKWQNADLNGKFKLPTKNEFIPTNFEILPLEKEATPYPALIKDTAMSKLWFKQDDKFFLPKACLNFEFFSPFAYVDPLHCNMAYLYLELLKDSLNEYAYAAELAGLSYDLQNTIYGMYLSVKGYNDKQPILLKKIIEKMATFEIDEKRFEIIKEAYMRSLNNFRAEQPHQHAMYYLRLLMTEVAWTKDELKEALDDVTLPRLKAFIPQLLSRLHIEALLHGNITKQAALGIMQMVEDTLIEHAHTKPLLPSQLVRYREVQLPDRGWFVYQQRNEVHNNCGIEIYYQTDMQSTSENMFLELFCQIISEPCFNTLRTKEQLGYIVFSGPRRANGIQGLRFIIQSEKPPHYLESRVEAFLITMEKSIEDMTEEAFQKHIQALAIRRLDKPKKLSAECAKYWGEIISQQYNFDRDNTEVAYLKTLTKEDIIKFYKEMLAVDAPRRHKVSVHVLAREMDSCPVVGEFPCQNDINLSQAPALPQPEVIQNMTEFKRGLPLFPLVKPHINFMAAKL
GalR3 antagonist = human GalR3 antagonism; HEK293 GalR3-CNG cAMP membrane potential fluorescence; galR3 body fused to GalR1 C-terminus; inhibition, % at 3 µM; 360,000 tested, 0.44% active; AID 651719;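 active means inhibition above the screen-wide average plus 3 SD, cut at about 13% in these data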;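 further: forskolin and galanin both at EC90 stimulate the cells; cAMP rise reported by CNG channel membrane potential dye signal; 0% = forskolin plus galanin with DMSO and 100% = forskolin alone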
pCIP destab = lowers stability of the mouse p/CIP coactivator protein | 290,000 tested, 0.01% active | F442A p/CIP-EGFP cells, EGFP fluorescence, 16 h | decrease of EGFP signal, % at 10 µM | Q05BA5;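 active means EGFP signal decrease of at least 30% at 10 µM or well 3 SD below plate mean, unless failing retest; inactive means the rest, including hits failing retest or dose response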; further: some compounds called inactive have numbers as strong as hits; many of its hits are not listed in these tables
UBC9 SUMO inh = SUMOylation inhibition; P63279; HTRF SUMOylation assay, SAE1/SAE2 + UBC9, in vitro; inhibition, % at 35 µM; 290,000 tested, 0.36% active; AID 2006; in the data active means inhibition above about 50%, passing the limit was not always enough; further: strong numbers were not always called active
NS3 helicase inh = HCV NS3 helicase inhibition; AID 1800; inhibition, % at 10.9 µM; NS3 helicase DNA unwinding, Cy5 molecular beacon fluorescence; 290,000 tested, 0.56% active;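 active means inhibition above the mean of all tested compounds plus 3 SD, set per campaign, cut at about 35% in these data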;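 further: 0% = DMSO wells and 100% = thioflavine S control wells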
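Measured by: Cy5 fluorescence, 0 and 60 min reads / Assay system: NS3 helicase fragment of HCV / Control set: low DMSO, high thioflavine S at 110 µM / Times: 1 h reaction at 25 °C, ATP-initiated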
IDE inh = inhibits human insulin-degrading enzyme in HEK cells; FAbetaB cleavage, fluorescence polarization; P14735; 320,000 tested, 0.41% active; inhibition, % at 5.59 µM;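 active means percent inhibition above the average of all tested compounds plus 3 SD, set per screening campaign, cut at about 16% in these data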;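 further: IDE supplied by intact live HEK cells; FP after avidin binding of uncleaved biotin substrate so inhibition keeps polarization high; 0% = DMSO wells and 100% = 60 µM reference IDE inhibitor Ii1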
* marks the source's active call; other numbers are inactive results; / = not tested or not shown.

pCIP destab	IDE act	CRFR2-BP antag	IDE inh	GalR3 antagonist	IMP-1 inhibitor	NS3 helicase inh	VIM-2 inh	UBC9 SUMO inh	compound
-14	-3	-6	8	-6	-1.7	19	-1.6	19	CSc1ccc(CNC(=O)c2ccc(NC(=O)C3=CSCCO3)cc2)cc1
-41	5	-8	-9	-10	-2.9	0	-0.4	4	Fc1ccccc1CNc1ncnc2sccc12
-5	-7	18	3	3	/	/	/	23	CC(C)n1c(SCc2cc(=O)[nH]c3ccccc23)nc2c1c(=O)n(C)c(=O)n2C
-2	-2	4	-3	0	-2.0	2	-3.8	3	CCOc1ccc(NC(=O)CCN2C(=O)c3ccccc3C2=O)cc1
-6	5	4	6	-2	-2.3	-11	-1.2	8	CCC(CC)NC(=O)Cc1ccc(F)cc1
-4	-1	7	1	-6	-4.0	-6	0.2	19	O=C(c1ccc(CS(=O)(=O)Cc2ccc(Cl)cc2)o1)N1CCCC1
0	1	-7	0	-3	/	/	/	-8	CCC(=O)N1CCC2(CC1)Oc1ccc(F)cc1C(=O)C21CC(c2ccccc2)=NO1 (stereo not given)
7	2	7	4	-10	-3.1	1	-0.9	-3	CC1(C)Cc2c(sc(NC(=O)C(=O)N3CCN(CCO)CC3)c2C(N)=O)CO1
-4	1	-6	6	-4	-7.1	4	-1.0	3	NC(=O)COC(=O)CNC(=O)c1ccc(Cl)cc1
-2	7	-12	0	0	-1.6	-1	-2.9	6	O=C(CNC(=O)c1cccs1)N/N=C/c1c(F)cccc1Cl
-26	-1	-18	2	-6	52*	-9	-3.3	6	CCN(CC)c1ccc(C=C(c2nnnn2-c2ccc(C)cc2)c2nnnn2-c2ccc(C)cc2)cc1
/	-2	-5	-2	-7	/	/	/	/	COc1ccc(S(=O)(=O)N2CCCCC2)cc1NC(=O)[C@@H]1CCCN1C(=O)c1cccs1
-196	-40	0	8	0	-3.3	13	2.0	-5	CCS(=O)(=O)C1=NN2C(=N)/C(=C\c3ccc(OC(=O)c4ccco4)c(OC)c3)C(=O)N=C2S1
-2	5	-3	-1	0	-4.3	0	-1.5	-6	COc1ccc(C2N(c3cc(C)on3)C(=O)C3CCCN32)cc1OC (stereo not given)
-2	0	5	6	-1	-2.3	2	-2.1	39	COc1ccc(/C=C/C(=O)Nc2ccc3nc4n(c(=O)c3c2)CCCC4)cc1
-6	-2	3	3	-1	-3.0	0	-3.5	4	C=CCOC(=O)C1=C(C)OC(N)=C(C#N)C1c1c(C)nn(-c2ccccc2)c1Cl (stereo not given)
-4	6	8	6	-6	0.2	-2	0.9	-6	CCOC(=O)C(NC(=O)c1ccccc1)(Nc1cc(C)on1)C(F)(F)F (stereo not given)
3	0	-5	-2	1	-3.3	8	-2.0	17	CCCC(=O)C1=C(O)C(C(=O)OC)C(C)(C)CC1=N (stereo not given)
4	2	13	2	0	-3.6	1	-4.8	4	Cc1cc(N/C=C\c2nnnn2-c2ccccc2)no1
-21	11	-21	-5	1	0.3	-1	-1.7	45	O=c1[nH]c2cc3c(cc2cc1CN(Cc1nnnn1CC1CCCO1)C1CCCC1)OCO3 (stereo not given)
-15	7	-30	6	-2	-4.1	7	-4.1	-20	O=C(CNC(=O)C(c1ccccc1)c1ccccc1)N/N=C/c1ccc(O)cc1O
-7	4	12	-5	-9	-1.8	-6	-2.5	9	CN(C(=O)CCNC(=O)Cn1cnc2ccccc2c1=O)c1ccccc1F
-11	0	4	0	9	-0.4	33	-1.8	84*	O=S(=O)(c1ccc2nc(-c3ccco3)c(-c3ccco3)nc2c1)N1CCOCC1
1	2	1	3	-6	-0.7	-1	-2.7	-6	COc1ccc(C(=O)NC(=S)NCCO)cc1Br
-8	10	18	6	-8	-2.8	-3	-2.0	-1	C=CCOC(=O)CCC(=O)Nc1cc(OC)nc(OC)n1
/	-4	6	6	-4	/	/	/	/	CN(c1ccccc1)S(=O)(=O)c1cccc(C(=O)NCCc2c[nH]c3ccccc23)c1
6	8	-9	-3	-1	-2.0	0	-1.4	-9	Cc1cccc(N(CC(=O)NC2CCCCC2)C(=O)Cn2nnc(-c3ccc(C)o3)n2)c1
-12	-3	0	-6	-2	-1.1	-5	0.8	24	COC(=O)c1ccc(CSc2ccc3nnc(-c4ccc(F)cc4)n3n2)o1
-2	5	-8	1	-1	-3.7	0	-7.8	-40	O=C(NNC(=S)Nc1ccccc1Cl)c1ccccc1Cl
-3	-2	4	-2	-3	-1.5	-4	0.9	15	CC(=O)c1cccc(NC(=O)NC2CCCCCCC2)c1

Continued (four carried over from the part before).
pCIP destab	IDE act	CRFR2-BP antag	IDE inh	GalR3 antagonist	IMP-1 inhibitor	NS3 helicase inh	VIM-2 inh	UBC9 SUMO inh	compound
6	8	-9	-3	-1	-2.0	0	-1.4	-9	Cc1cccc(N(CC(=O)NC2CCCCC2)C(=O)Cn2nnc(-c3ccc(C)o3)n2)c1
-12	-3	0	-6	-2	-1.1	-5	0.8	24	COC(=O)c1ccc(CSc2ccc3nnc(-c4ccc(F)cc4)n3n2)o1
-2	5	-8	1	-1	-3.7	0	-7.8	-40	O=C(NNC(=S)Nc1ccccc1Cl)c1ccccc1Cl
-3	-2	4	-2	-3	-1.5	-4	0.9	15	CC(=O)c1cccc(NC(=O)NC2CCCCCCC2)c1
-16	9	15	1	0	-4.4	10	-2.2	5	C/C(=N\NC(=O)c1ccccc1O)c1ccc(Br)s1
-6	1	16	0	5	-2.0	3	0.3	-11	CCc1cccc(CC)c1NC(=O)COC(=O)c1ccc(F)c(S(=O)(=O)N(CC)CC)c1
-8	-5	8	-1	-7	-1.8	-5	-0.1	11	Cc1cc(C)c2c(N)c(C(=O)Nc3ccc(C)c(C)c3)sc2n1
-6	0	-79	5	-4	-3.1	-2	-0.7	9	Cc1ccc(NC(=O)C(NC2CCCc3ccccc32)c2ccccc2)c([N+](=O)[O-])c1 (stereo not given)
5	-2	2	3	0	1.1	5	-1.0	-22	Cc1ccc(C)c(OCCC(=O)OCC(=O)N2CCN(c3ccccc3)CC2)c1
-4	3	-10	-5	-4	-2.7	-1	-2.3	11	CC1(C)CC(=O)C(=CN2CCOCC2)C(=O)C1
/	4	2	0	0	/	/	/	/	CC(=O)Nc1cccc(NC(=O)COc2ccc3c(c2)CCC3)c1
-1	/	-4	4	-2	-1.1	-10	-4.0	7	Cc1[nH]n2c(=O)c3c(nc2c1-c1ccc(F)cc1)CCCC3
3	7	-15	7	3	-1.3	6	0.0	3	COc1ccccc1-c1cc2nc(C)c(CCC(=O)NCc3ccc(F)cc3)c(C)n2n1
17	2	9	6	-8	-2.4	-5	-0.1	2	COc1ccc(/C=C2\SC(=O)N(CC(=O)NCCCn3ccnc3)C2=O)cc1
-3	2	11	1	11	-2.9	0	-3.7	18	O=C(O)CSc1nnc(-c2ccncc2)n1Cc1ccccc1
5	3	-5	3	-5	-1.7	8	-0.1	-9	COc1cccc(CN2CC(C(=O)NCCOc3ccccc3)CCC2=O)c1 (stereo not given)
/	2	1	1	-5	/	/	/	/	O=C(Cc1ccsc1)NNC(=O)c1ccccc1O
2	3	15	7	-4	-4.2	5	-2.8	2	CCC(C)NC(=O)CSC1=Nc2ccccc2C2=NC(CC(=O)NCc3ccccc3)C(=O)N12 (stereo not given)
0	0	-31	0	-2	0.6	16	-2.8	25	CCCOc1ccc(N2C(=O)CC(NNC(=O)c3ccc(COc4ccccc4)o3)C2=O)cc1 (stereo not given)
-12	0	-8	-4	-5	-4.0	4	-1.8	-4	CCn1c(Cc2ccccc2)nnc1SCC(=O)Nc1nnc(-c2ccccc2)s1
-6	/	-28	0	7	-3.7	11	0.1	-9	COc1ccc(-c2[nH]nc3c2C(c2ccc(OC(=O)N4CCOCC4)cc2)C(C#N)=C(N)O3)cc1 (stereo not given)
-8	3	-11	1	1	-7.7	-1	-2.7	20	COc1ccccc1N1CC(O)=C(c2nc3ccccc3s2)C1=N
5	5	-5	0	-5	-3.6	8	-2.6	5	CC(C)C(NS(=O)(=O)c1cccs1)C(=O)NCc1ccccc1Cl (stereo not given)
/	5	2	-1	-8	/	/	/	/	CC(=O)c1cccc(S(=O)(=O)N2CCN(CCOc3ccccc3)CC2)c1
-8	-1	-4	2	-1	-1.7	13	-2.9	21	COc1ccc(C(=O)N[C@H](C(=O)NCc2ccco2)C(C)C)cc1
-3	19*	2	-2	-11	-2.1	9	2.7	32	Oc1ccc(C2Nc3cccc4cccc(c34)N2)cc1
-7	0	-6	-3	0	0.2	1	-0.3	9	CN1C(=O)C(CC(=O)Nc2ccc(F)cc2)N(CCCc2ccccc2)C1=S (stereo not given)
-9	-2	-6	2	-3	-1.1	-2	-2.1	6	O=C(NC1CCCCC1)NC1(C(=O)NCCCN2CCOCC2)CCCCC1
0	-2	12	2	-5	-3.6	-7	-0.6	13	COc1nc(OC)nc(N2CCCCCC2)n1
/	-1	-2	1	-5	/	/	/	/	CN(CC(=O)Nc1ccccc1C(F)(F)F)C(=O)CSc1nnc(-c2ccncc2)n1C
-6	2	-15	1	0	-4.5	3	6.8	14	COc1cc2oc(=O)c(Br)c(C)c2c(OC)c1OC
2	4	4	1	-8	-4.5	0	-0.2	3	COc1ccc(OC)c(CNc2ccc3c(c2)nc(C)n3C)c1
1	3	8	-4	-4	0.8	-8	2.2	-23	CCOc1ccc(NS(=O)(=O)c2ccc(C(=O)N3CCC3)cc2)cc1

The order is random, and some 3.2% of all compounds hit somewhere here.
